Screening results as filed in PubChem.
yeast mlh1 rad18 = NCI yeast anticancer drug screen, S. cerevisiae mlh1 rad18 strain; 11% of 79,000 active; growth inhibition, % at 50 µM;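 note: 0% = growth of vehicle-only cultures of the same strain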
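Yeast w/ defined DNA-repair lesions; compound exposure; growth vs vehicle controls → % inhibition.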
yeast sgs1 mgt1 = NCI yeast anticancer drug screen, S. cerevisiae sgs1 mgt1 strain; growth inhibition, % at 50 µM; 10% of 78,000 active; AID 161;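 note: 0% = growth of vehicle-only cultures of the same strain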
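Inhibition of yeast growth, normalised to vehicle-treated controls, is reported for a strain bearing genetic alterations in DNA damage repair.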
bub3 = NCI yeast anticancer drug screen, S. cerevisiae bub3 mutant strain; % growth inhibition at 50 µM; 9.9% of 78,000 active; AID 167;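 note: 0% = growth of vehicle-only cultures of the same strain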
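Inhibition values come from growth of compound-treated mutant yeast normalised to vehicle-treated controls.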
yeast rad50 = NCI yeast anticancer drug screen, S. cerevisiae rad50 strain. % growth inhibition at 50 µM. 10% of 79,000 active;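 note: 0% = growth of vehicle-only cultures of the same strain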
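Genetically altered yeast (DNA repair pathway); compound treatment; growth inhibition vs vehicle ctrl.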
yeast mec2-1 = NCI yeast anticancer drug screen, S. cerevisiae mec2-1 strain; % growth inhibition at 50 µM; 9% of 79,000 active;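 note: 0% = growth of vehicle-only cultures of the same strain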
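Each compound was tested on mec2-1 yeast, a strain altered in DNA damage repair or cell cycle control. Growth inhibition is reported relative to vehicle.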
cln2 rad14 = NCI yeast anticancer drug screen, S. cerevisiae cln2 rad14 strain; growth inhibition, % at 50 µM; 8.3% of 78,000 active; AID 165;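 note: 0% = growth of vehicle-only cultures of the same strain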
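Growth of compound-exposed yeast (cln2 rad14 genotype) measured and expressed as inhibition relative to vehicle.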
The depositor's hits bear a star; / = not tested or not shown; & = joins results of further samples. Cut-off read from the data, not from the text of the source: active = growth inhibition above about 70%; inactive = the rest. Rows are unselected; 13% or so of the library scored in one or more.

SMILES	yeast mlh1 rad18	bub3	yeast rad50	yeast mec2-1	yeast sgs1 mgt1	cln2 rad14
O=C1C=CC(Nc2cccc([N+](=O)[O-])c2)C1Nc1cccc([N+](=O)[O-])c1 (stereo not drawn)	91.7*	90.7*	92.3*	89.2*	91.5*	90.7*
COc1cc(-c2nn3c(=O)n(-c4ccc(Cl)cc4)c(=O)nc3s2)cc(OC)c1OC	2.4	3.3	30.8	-0.6	20.9	24.0
CCOc1ccc(N=C2C=C(Nc3ccc(OCC)cc3)C(=Nc3ccc(OCC)cc3)C=C2Nc2ccc(OCC)cc2)cc1	-24.5	2.4	-17.7	-14.5	-24.2	-18.4
CC(C)COC(=O)c1ccc(N=Cc2ccc(C=Nc3ccc(C(=O)OCC(C)C)cc3)cc2)cc1	-12.3	-20.8	31.6	-34.1	-10.2	1.8
O=C1CC2C(=O)N(Cc3ccccc3)C1C(S(=O)(=O)c1ccccc1)C2S(=O)(=O)c1ccccc1 (stereo not drawn)	23.9	-8.7	10.4	9.4	2.8	26.9
CCCCCCCC/C=C\CCCCCCCC(=O)NCCNC(=O)CCCCCCC/C=C/CCCCCCCC	20.9	2.5	45.1	-21.1	24.7	-16.1
CC(C)C(NC(=O)C(Cc1ccccc1)NC(=O)[C@H]1CCC[C@H]1NC(=O)C(Cc1ccc(OC(C)(C)C)cc1)NC(=O)OC(C)(C)C)C(N)=O (stereo partly drawn)	-0.2	-7.7	-11.2	-6.7	-15.8	18.7
O=CCCCCO	17.3	11.2	13.2	-16.0	14.8	8.8
CC(=O)OC1(CC(=O)O)CC(=O)OC1=O (stereo not drawn)	-15.0	-16.8	-11.3	-5.0	-9.8	34.2
C=C(C)COB(OCC(=C)C)OCC(=C)C	-16.2	-10.8	-6.3	-25.4	-2.2	1.9
COC(=Nc1cccc2ccccc12)Nc1cccc2ccccc12	-2.0	-2.3	1.9	-3.5	-4.3	8.0
COc1cc(C2c3cc4c(c(OS(=O)(=O)O)c3CC3COC(=O)C32)OCO4)cc(OC)c1OC (stereo not drawn)	7.4	15.0	6.3	3.5	-18.9	-14.4
COc1ccc(/C=N/N2CN(C(C)C(=O)O)B(N(CCO)CCO)N=C2N)cc1OC (stereo not drawn)	20.9	7.7	15.2	5.3	7.5	20.9
O=C(Nc1ccc(/C=C/c2ccc(NC(=O)c3cc(S(=O)(=O)O)c4cccnc4c3O)cc2S(=O)(=O)O)c(S(=O)(=O)O)c1)c1cc(S(=O)(=O)O)c2cccnc2c1O	91.3*	95.9*	94.4*	88.7*	93.8*	90.2*
CN1CCN(C)c2nc3ccccc3nc21	-7.0	-6.8	0.2	3.0	1.8	-12.1
CC(C)(C)O/N=C/c1cc(NC(=S)c2ccccc2)ccc1Cl	20.1	17.1	22.1	9.9	25.2	55.0
CC(=O)OC1(C#N)CC2OC1C1C2N=NN1C(=O)OC(C)(C)C (stereo not drawn)	-6.4	-11.8	10.9	-12.9	-5.7	-1.1
CNC(=O)Nc1ccc(C(=O)OCC(C)C)cc1	7.5	-22.1	6.4	8.7	12.9	-34.1
Cc1cc(C)nc(C=O)c1	-17.6	-5.7	-33.7	-32.2	-9.8	-21.6
Cc1c2c(c(C)c3c1C(=O)c1cc4c(cc1C3=O)OCO4)OC(C)O2	-18.6	-47.7	-10.5	-15.5	-18.6	-28.4
CCC(=O)Nc1nn[nH]n1	-2.1	7.9	-11.5	-1.5	-3.8	4.8
CCOc1ccc(NC(=O)C(=O)C(C(=O)c2ccc3ccccc3c2)C2OC(=O)c3ccccc32)cc1 (stereo not drawn)	6.8	7.8	13.1	3.5	-2.4	-17.6
COc1ccc(OC)c(NC(=O)CCCC(=O)C(C#N)c2c(Cl)cccc2Cl)c1 (stereo not drawn)	-3.5	9.2	8.6	5.5	-5.7	-8.1
O=S(=O)(O)CC(O)CN(CCO)CCO (stereo not drawn)	1.1	4.0	-27.6	-3.4	-17.3	-71.5

Entries from the list above that contain a carbonyl joined to an NH by a bond outside any ring:
SMILES	yeast mlh1 rad18	bub3	yeast rad50	yeast mec2-1	yeast sgs1 mgt1	cln2 rad14
CCCCCCCC/C=C\CCCCCCCC(=O)NCCNC(=O)CCCCCCC/C=C/CCCCCCCC	20.9	2.5	45.1	-21.1	24.7	-16.1
CC(C)C(NC(=O)C(Cc1ccccc1)NC(=O)[C@H]1CCC[C@H]1NC(=O)C(Cc1ccc(OC(C)(C)C)cc1)NC(=O)OC(C)(C)C)C(N)=O (stereo partly drawn)	-0.2	-7.7	-11.2	-6.7	-15.8	18.7
O=C(Nc1ccc(/C=C/c2ccc(NC(=O)c3cc(S(=O)(=O)O)c4cccnc4c3O)cc2S(=O)(=O)O)c(S(=O)(=O)O)c1)c1cc(S(=O)(=O)O)c2cccnc2c1O	91.3*	95.9*	94.4*	88.7*	93.8*	90.2*
CNC(=O)Nc1ccc(C(=O)OCC(C)C)cc1	7.5	-22.1	6.4	8.7	12.9	-34.1
CCC(=O)Nc1nn[nH]n1	-2.1	7.9	-11.5	-1.5	-3.8	4.8
CCOc1ccc(NC(=O)C(=O)C(C(=O)c2ccc3ccccc3c2)C2OC(=O)c3ccccc32)cc1 (stereo not drawn)	6.8	7.8	13.1	3.5	-2.4	-17.6
COc1ccc(OC)c(NC(=O)CCCC(=O)C(C#N)c2c(Cl)cccc2Cl)c1 (stereo not drawn)	-3.5	9.2	8.6	5.5	-5.7	-8.1

(more compounds)
SMILES	yeast mlh1 rad18	bub3	yeast rad50	yeast mec2-1	yeast sgs1 mgt1	cln2 rad14
O=C1CCCCC1COCC1CCCCC1=O (stereo not drawn)	-21.4	5.2	-4.8	2.6	-2.1	-17.6
C=C(Cl)COC(=O)Nc1cccc(Cl)c1	82.5*	34.4	82.0*	3.1	45.0	25.1
CCCCCCOCC(=O)O	-13.7	-10.4	-6.8	-11.2	-7.2	-19.8
CC12CC(=O)OC(Cc3ccccc31)O2 (stereo not drawn)	-40.5	-63.6	-50.4	-27.1	-51.7	-1.2
CCOC(OCC)c1ccc(OC)cc1	-0.8	2.1	0.8	0.2	4.6	-5.2
Nc1cc(S(=O)(=O)O)c2cccnc2c1O	9.4	-19.1	3.6	3.3	3.2	-46.8
O=C1/C(=C/c2ccc(O)cc2)CCCC1CN1CCCCC1 (stereo not drawn)	36.2	29.4	43.0	27.3	24.9	37.9
O=C(Nc1nc(C23CC4CC(CC(C4)C2)C3)cs1)c1cc2ccc(O)cc2oc1=O	-16.6	0.2	0.7	15.8	3.5	21.9
CC1(C)OC(=O)C(=Cc2ccc(-c3cc(C(F)(F)F)cc(C(F)(F)F)c3)o2)C(=O)O1	12.4	12.6	8.5	-19.8	9.6	7.7
COc1c(C)c2c(c3c1c(=O)c1ccccc1n3C)C=CC(C)(C)O2	-19.4	-12.3	-7.2	-35.9	6.9	-16.6
COC(=O)c1nc(NN)[nH]c(=O)c1C	-15.1	-26.6	-2.1	-21.1	-27.6	3.4
Cc1ccc(NC(=O)C(=O)C(C#N)c2c(Cl)cccc2Cl)c(C)c1 (stereo not drawn)	28.9	25.1	12.2	11.1	16.2	12.4
COC(=O)c1ccc(C(=O)NCCCc2c(C)nc(N)[nH]c2=O)cc1	21.6	29.4	2.4	0.5	24.4	4.2
COc1cc(C2c3cc4c(cc3OC(N3CCCCC3)C2C)OCO4)cc(OC)c1OC (stereo not drawn)	-12.6	-23.6	-13.4	-20.1	-18.1	0.1
O=C(O)C(F)(F)C(F)(F)C(F)(F)F	3.2	1.1	6.0	-2.3	-6.8	14.6
Cc1ccccc1C(=O)c1c(C(=O)O)ccc2ccccc12	6.1	4.9	10.8	-14.9	6.5	14.7
C=C(C)C1CC=C(C)/C(=N/NS(=O)(=O)c2ccc(C)cc2)C1 (stereo not drawn)	-6.6	-15.8	2.4	-19.3	9.0	-31.1
CCOC(=O)CNCc1cccc(C)c1	1.9	0.6	-1.4	-10.2	-19.1	-82.8
COc1cccc2c(=O)c(C(=O)O)c[nH]c12	8.4	8.8	10.9	13.4	29.1	19.4
CCOC(=O)c1cc(NC(=O)c2ccccc2)c(=O)n2c(cc3c(Cl)cccc32)c1O	-24.4	-39.0	-18.2	-22.6	-31.1	-9.9
Cc1c2n(c(=O)[nH]c1=O)C1OC(CO)C(N=[N+]=[N-])C1O2 (stereo not drawn)	-32.2	-39.2	-5.5	-15.9	-42.0	-12.3
COc1ccc2c(c1)C1Oc3ccccc3CC1(O)CO2 (stereo not drawn)	51.5	-6.3	14.4	6.8	21.3	26.5
O=c1ccsc(=S)[nH]1	-3.9	9.1	-1.0	-2.1	-8.3	0.2
COc1cc(C(=O)N2C[C@H](O)C[C@H]2C(=O)O)cc(OC)c1OC	-9.8	-16.4	-18.4	-15.9	-32.8	-5.8
CCSc1[nH]c(NC(=S)NC(=O)c2ccccc2Cl)c(C(N)=O)c1C(N)=O	-7.3	-4.2	-14.2	-7.8	16.8	-11.8
COc1ccccc1NC(=S)N/C=C(\C#N)S(=O)(=O)c1ccc(C)cc1	-42.2	-30.6	-70.0	-12.8	-7.4	-21.2
O=c1c2cc(Cl)ccc2c2ccc(Cl)cc2c(=O)n1-c1ccc2c(c1)Cc1ccccc1-2	-3.4	8.8	1.6	-0.2	-1.7	-10.6
COC(=O)C1=C(C(=O)OC)SC(=C(Br)C(=C2SC(C(=O)OC)=C(C(=O)OC)S2)C(=C2SC(C(=O)OC)=C(C(=O)OC)S2)C(Br)=C2SC(C(=O)OC)=C(C(=O)OC)S2)S1	26.9	44.0	26.6	1.9	8.1	29.0
O=S(=O)(N/N=C/c1ccccc1)c1ccccc1	31.6&-8.6	6.0&43.1	3.5&-12.2	4.0&-32.2	2.4&24.6	-71.8&-29.1
C=CC[n+]1ccnc2ccccc21	36.5	22.6	47.0	18.3	36.0	62.5
O=C1CSc2nc3c(Cl)cc(Cl)cc3c(=O)n21	46.1	30.2	15.7	24.6	54.1	8.2
CC(=O)CC1CCCC(CC(C)=O)N1C (stereo not drawn)	0.2	/	-9.3	-19.2	/	/
O=C1NC2(C=Cc3c(ccc4ccccc34)O2)Oc2ccccc21 (stereo not drawn)	62.0	7.7	44.5	10.0	34.0	24.4
CN(C)CCOC(=O)C1C2CC3OC(=O)C1C3C2 (stereo not drawn)	-19.4	7.2	-2.4	-13.6	17.5	-5.0
COC(=O)C1(O)CC(=O)CCC1c1ccc(OC)cc1 (stereo not drawn)	-17.1	-38.0	9.8	-1.4	-14.8	-10.3
CC(=O)N1CCC(/C(C)=N/O)CC1	0.5	-13.8	4.9	-10.1	-12.6	-33.8
COc1ccc(N=Cc2cc(Br)ccc2O)cc1	-8.6	4.3	3.4	1.5	7.5	2.6
CC[n+]1ccc(-c2ccc(S(=O)(=O)[O-])cc2)o1	5.5	12.4	4.8	-6.0	7.4	-19.6
Cc1cnc(C#N)c(C#N)n1	18.1	13.2	35.6	5.9	9.9	12.2
S=C(Nc1ccccc1)N1N=C2c3ccccc3CC[C@H]2[C@@H]1c1ccccc1	-58.5	-28.2	-24.3	-37.9	-37.5	-1.0
COc1c(O)ccc(C2=Cc3ccc(O)cc3OC2)c1OC	-25.6	88.7*	80.2*	91.5*	88.2*	88.3*
OCC1OC(OC2C(CO)OC(O)C(O)C2O)C(O)C(O)C1O (stereo not drawn)	13.7	20.1	19.1	14.9	13.9	13.3
CCCOC(=O)COc1ccccc1	2.4	-11.4	10.1	5.7	-4.3	-45.0
CCOC(=O)c1c(-c2ccc(OC)cc2)c(C#N)c(=S)n(C2OC(CO)C(O)C(O)C2O)c1C (stereo not drawn)	10.1	22.4	17.7	-9.5	3.0	6.3
CCN(CC)C1=C(C)S(=O)(=O)C1c1ccc(C)cc1 (stereo not drawn)	-2.1	-13.4	-9.1	-12.6	-8.8	5.6
O=C(C(Cl)Cl)N(CCO)CCc1ccc(Cl)cc1Cl	-6.6	5.8	-0.7	-15.0	5.8	-30.5
CC(C)=CC(=O)OC(CCCc1ccccc1)c1ccc2c(c1)OCO2 (stereo not drawn)	-8.2	50.0	-4.6	-13.2	-4.8	0.3
O=C(NC12CC3CC(CC(C3)C1)C2)C(=O)c1c[nH]c2ccccc12	11.4	23.6	8.5	14.2	8.1	24.6
Clc1ccc(/C=N\OCc2ccc(Cl)c(Cl)c2)cc1Cl	-5.2	-4.8	-9.8	-13.1	2.1	-17.9
N#Cc1cccc(CC(O)(c2ccccc2)c2ccccc2)c1	18.4	20.5	19.6	19.9	5.1	11.0
O=c1[nH]c2cccccc-2c1-c1nc2ccccc2[nH]1	8.9	16.7	40.6	15.2	33.6	19.5
CC(=O)OC1CC(C)CCC1C(C)C (stereo not drawn)	-6.3	-7.9	2.9	-2.1	29.7	-17.6
C=CCc1ccc(OC(=O)Nc2ccc(S(=O)(=O)NC3CCCCC3)cc2)c(OC)c1	44.4	11.8	33.7	8.8	44.7	33.1
